Source: PubChem BioAssay
HUVEC prolif 384: inhibitors of HUVEC proliferation, primary screen, cell-based, 384-well; CellTiter-Glo luminescence, 72 h; hits give low values; viability, % at 10 µM (by protocol); hit rate 1.1% among 86,000; AID 648, 2007;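 active means viability at or below 30%; inactive means viability above 30%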;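 further: 100% = median luminescence of DMSO-only cell control wells on each plate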
ERa coact pot: enhancers of ERα–SRC-1 coactivator binding, primary screen, biochemical, TR-FRET, ERα LBD, low estradiol; Estrogen receptor (Homo sapiens), P03372; TR-FRET ERalpha-LBD/SRC-Cy5 coactivator binding, 2 h; 100 = basal binding, no effect; coactivator binding (% of control), % at 25.6 µM; hit rate 1.3% among 86,000; AID 639, 2007; in the data active means activity above about 200%;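 further: binding measured in presence of low estradiol as agonist stimulus; 0% = peptide alone without receptor and 100% = receptor with peptide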
Target sequence (P03372 whole entry, looked up, the tested form may be a part): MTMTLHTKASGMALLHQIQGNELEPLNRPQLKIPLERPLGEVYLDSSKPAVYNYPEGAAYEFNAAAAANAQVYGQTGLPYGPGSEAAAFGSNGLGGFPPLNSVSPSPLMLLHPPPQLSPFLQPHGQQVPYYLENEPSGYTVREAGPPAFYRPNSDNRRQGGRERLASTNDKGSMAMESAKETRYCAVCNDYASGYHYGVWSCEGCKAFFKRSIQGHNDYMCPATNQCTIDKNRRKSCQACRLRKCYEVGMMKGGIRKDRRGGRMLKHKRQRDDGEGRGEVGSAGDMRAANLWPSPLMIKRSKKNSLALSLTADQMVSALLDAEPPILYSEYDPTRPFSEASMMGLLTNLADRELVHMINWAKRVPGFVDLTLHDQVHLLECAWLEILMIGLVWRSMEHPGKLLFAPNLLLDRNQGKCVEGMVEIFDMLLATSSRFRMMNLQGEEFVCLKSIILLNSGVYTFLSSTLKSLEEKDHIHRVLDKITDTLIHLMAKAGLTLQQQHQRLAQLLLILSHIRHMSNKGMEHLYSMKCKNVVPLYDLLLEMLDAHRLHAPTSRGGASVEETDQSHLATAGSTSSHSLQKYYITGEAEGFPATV
ERa SRC1 inh: ERα–SRC-1 coactivator interaction inhibitors, primary screen, biochemical, TR-FRET, ERα LBD, estradiol-bound; Estrogen receptor (Homo sapiens), P03372; TR-FRET ER-alpha LBD / SRC-1 peptide; inhibition, % at 25.6 µM; hit rate 1.7% among 86,000; AID 629, 2007; in the data active means inhibition above about 50%;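 further: 0% = receptor plus peptide control and 100% = peptide only without receptor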
CYP2C19 act: human CYP2C19 activators, primary screen, biochemical, luminescence. 96,000 tested, under 10 active. AID 1025, 2008. Cytochrome P450 2C19 (Homo sapiens), P33261. recombinant CYP2C19, luciferin-H EGE luminescence; hits give high values; 0 = fully inhibited enzyme, 1 = untreated enzyme. activation factor at 5 µM;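 active means activation factor of at least 2 at 5 µM in the primary screen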;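 further: 0 = wells with 2.5 mM tranylcypromine and 1 = vehicle-only wells; values of inactives mirror those of a sister screen read the other way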
Target sequence (P33261 whole entry, looked up): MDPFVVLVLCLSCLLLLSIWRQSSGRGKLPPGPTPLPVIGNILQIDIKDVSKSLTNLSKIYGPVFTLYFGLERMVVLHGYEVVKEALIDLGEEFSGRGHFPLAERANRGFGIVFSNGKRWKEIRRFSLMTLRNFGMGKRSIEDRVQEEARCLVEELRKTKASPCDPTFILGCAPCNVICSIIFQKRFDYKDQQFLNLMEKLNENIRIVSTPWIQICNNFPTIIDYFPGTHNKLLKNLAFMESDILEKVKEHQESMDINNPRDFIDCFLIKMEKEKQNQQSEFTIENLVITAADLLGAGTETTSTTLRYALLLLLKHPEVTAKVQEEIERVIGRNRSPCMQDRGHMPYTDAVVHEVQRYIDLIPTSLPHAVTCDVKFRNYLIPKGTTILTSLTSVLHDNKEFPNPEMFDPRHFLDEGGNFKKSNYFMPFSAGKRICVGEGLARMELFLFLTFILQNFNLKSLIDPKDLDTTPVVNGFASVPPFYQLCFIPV
CD11b adhes enh: enhancers of CD11b/CD18 adhesion to fibrinogen, primary screen, K562 cells, luminescence; Integrin beta-2 (Homo sapiens) + Integrin alpha-M (Homo sapiens), P05107+P11215; ATPlite luminescence; activation, % at 10 µM; hit rate 0.07% among 93,000; AID 1499, 2009;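 active means 10 µM primary screen giving 50% or more activity, confirmed by 40% or more on retest at that dose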; further: strong numbers were not always called active; reference of the scale not given here
CD11b adhes inh: inhibitors of CD11b/CD18 adhesion to fibrinogen, primary screen, K562 cells, luminescence; ATPlite luminescence; Mn2+ added to activate the integrin; inhibition, % at 10 µM; hit rate 0.54% among 93,000;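 active means primary inhibition of 50% or more at 10 µM, then 40% or more on retest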; further: some results filed as inactive read as strong as hits
Fibroblast inh: antiproliferative effect on LL 47 fibroblasts – human, LL 47 cells, CellTiter-Glo luminescence, primary screen | LL 47 human lung fibroblast viability, ATP luminescence; hits give low values | viability, % at 10 µM | hit rate 1.1% among 85,000 | AID 719, 2007;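 active means viability at or below 50% in the single dose screen; inactive means viability above 50%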;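 further: compound exposure lasted 72 h before the ATP readout; 100% = median luminescence of untreated cell-only wells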
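Test system: LL 47 human lung fibroblasts / Quantity: 1,150 cells in each well / Medium: IMEM growth medium with 15% fetal bovine serum / Incubation: 72 h compound exposure at 37 °C after overnight plating / Detection: CellTiter-Glo luminescence measuring cellular ATP / Read-out: % viability versus median cells-only luminescence / Benchmarks: cell-only wells, no compound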
CYP2C19 inhib: blockers of cytochrome P450 2C19 activity – biochemical, luminescence, ADME assay, primary screen. CYP2C19 Supersomes, luciferin-H EGE luminescence, 30 min. inhibition, % at 5 µM. hit rate 21% among 96,000. AID 778, 2007;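 active means CYP2C19 inhibition above a set limit at 5 µM in the primary screen, cut at about 50% in these data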;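 further: plate controls were negative control wells for no effect and 2.5 mM tranylcypromine positive control for full effect; values of inactives mirror those of a sister screen read the other way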
H69AR inhibit: proliferation blockers of H69AR lung cancer cells, primary screen, cell-based, human, 86K library; viability, % at 10 µM; hit rate 6% among 85,000; H69AR lung tumor viability, ATP luminescence, 72 h; hits give low values;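 active means viability at or below 40%; inactive means viability above 40%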;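 further: multidrug resistant small cell line overexpressing MRP-1 efflux transporter; 100% = mean luminescence of untreated control wells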
Numbers without * were called inactive; x = no result given; [ ] = another dose, or the depositor's remark.

SMILES	HUVEC prolif 384	ERa coact pot	ERa SRC1 inh	CYP2C19 act	CD11b adhes enh	CD11b adhes inh	Fibroblast inh	CYP2C19 inhib	H69AR inhibit
CC1=CC(C)(C)Nc2ccc(C)cc21	97	121	3[fluorescence artefact?]	0.9	14	6	101	9	95
CCc1ccc2c(CC(=O)Nc3nnc(C4CC4)s3)coc2c1	102	109	-6	0.8	8	2	104	17	96
CCC(C)NS(=O)(=O)c1ccc(OCC(=O)Nc2ccc3c(c2)OCCO3)cc1 (stereo not drawn)	100	89	0	0.6	x	x	99	40	83
Cn1c(CN2CCCCC2)nc2cc(NC(=O)c3cccc(Br)c3)ccc21	85	99	8[fluorescence artefact?]	0.9	-4	59*	96	8	59
Cc1cccc(N(CC(=O)Nc2ccc(CC#N)cc2)S(C)(=O)=O)c1	84	85[fluorescence artefact?]	-5	0.7	-2	-9	100	25	90
COCCSc1nnc(-c2cnccn2)o1	102	95	2	1.1	-2	16	101	-5	97
O=C1c2[nH]nc(-c3ccccc3O)c2C(c2ccc(F)cc2)N1Cc1ccco1 (stereo not drawn)	79	46	11[fluorescence artefact?]	0.2	2	3	92	84*	1.8*
CC1CCCC(NC(=O)CN2CCN(Cc3ccc(Cl)cc3)C2=O)C1C (stereo not drawn)	96	112	-9	0.8	-5	3	99	18	108
CCOC(=O)N1CCC(NC(=O)c2ccc3c(c2)N(Cc2ccc(F)cc2)CCS3)CC1	83	111[fluorescence artefact?]	28	0.9	3	29	98	6	24*
CC(=O)c1ccc(OC(=O)N(c2ccccc2)c2ccccc2)cc1	118	107	9	0.4	3	-1	105	56*	109
CCn1c(SCC(=O)N2CCCc3ccccc32)nc2cccnc21	x	x	x	0.6	2	-27	x	36	x
CCCc1nnc(NC(=O)CCC(=O)Nc2ccc(F)cc2)s1	99	106	-9	0.9	4	4	97	14	94
Cc1sc2ncnc(NCC3(N4CCOCC4)CCCCC3)c2c1C	93	114	-4	0.7	0	52	87	30	58
CCN1C(=O)c2cccc3c(NC(=O)c4ccc5c(c4)OCCO5)ccc1c23	57	255*	7	1.1	31	8	95	-10	46
Cc1ccc(NC(=O)C2CCCN(S(=O)(=O)c3c(C)noc3C)C2)cc1F (stereo not drawn)	85	104	3	0.7	-3	-11	79	28	47
CC(C)(C)c1cc(OC(=O)c2ccncc2)ccc1O	87	110[fluorescence artefact?]	-5	x	x	x	90	x	77
CCSc1nc(N2CCCCC2)c2c(c1C#N)CCCC2	111	103	1	0.3	-2	27	96	69*	55
CSc1ncccc1C(=O)OCC(=O)N1CCOCC1	100	115	5[fluorescence artefact?]	1	-2	0	100	3	96
COc1ccccc1CNC(=O)CC(C)C	103	88	-5	0.9	x	x	113	7	102
CCCOc1ccc(N2CC(C(=O)Nc3ncccc3C)CC2=O)cc1 (stereo not drawn)	86	116	3	1	-5	-8	96	4	86
COc1ccccc1Cn1cnc2cccnc21	111	105	1	0.8	-2	-4	104	21	96
COc1ccc(-c2noc(-c3cc(Cl)ccc3Cl)n2)cc1OC	123	141[fluorescence artefact?]	2	1	30	-14	101	-2	95
Cc1ccc(S(=O)(=O)N2CCN(S(C)(=O)=O)CC2)cc1	103	95	-8	x	x	x	99	x	102
CCCCc1nc2ccccc2c(=O)n1NC(=O)c1c(O)c2cccc3c2n(c1=O)CCC3	94	107	8[fluorescence artefact?]	0.9	-1	-10	93	8	109
COc1cc(NC(=O)N[C@H](C(=O)O)C(C)C)cc(OC)c1	108	108	1	1	-3	12	99	2	99
Continuation:
SMILES	HUVEC prolif 384	ERa coact pot	ERa SRC1 inh	CYP2C19 act	CD11b adhes enh	CD11b adhes inh	Fibroblast inh	CYP2C19 inhib	H69AR inhibit
CCOC(=O)CNS(=O)(=O)c1ccc(C(=O)O)cc1	96	104	3	1	-2	0	98	2	94
CCOC(=O)C(=O)Nc1ccccc1C(N)=O	102	102	-13	1	-5	-30	105	1	100
CCOC(=O)N1CCC(N2Cc3cccc(C(=O)NCc4ccc(OC)cc4)c3C2=O)CC1	82	86[fluorescence artefact?]	19	x	x	x	96	x	64
CCCC/S(CC1CC1(Cl)Cl)=N\S(=O)(=O)c1ccc(C)cc1 (stereo not drawn)	75	96	1	1	-2	35	100	-2	88
COc1ccccc1NC(=O)C1=C(C)N(c2ccccc2)C(=S)NC1c1cccc(C(F)(F)F)c1 (stereo not drawn)	x	x	x	0.1	0	8	x	92*	x
Cc1csc(=O)n1CC(=O)OCc1cccc2ccccc12	90	103[fluorescence artefact?]	5	x	x	x	95	x	90
CCC(C)(C)C1CCc2c(sc(NC(=O)c3ccoc3C)c2C(N)=O)C1 (stereo not drawn)	63	100	1	1	1	-7	89	-4	14*
Cc1ccc(CC(=O)OCCNC(=O)c2cccnc2)cc1	103	110	-7	0.8	-1	3	114	22	96
CCOC(=O)c1[nH]c2cc(OC)c(OC)cc2c1NC(=O)C(C)N1CCN(Cc2ccccc2)CC1 (stereo not drawn)	74	93	-3	0.9	0	-1	95	8	65
CCC(C)Nc1nc2c(c(=O)n(C)c(=O)n2C)n1Cc1cccc(C)c1 (stereo not drawn)	92	113	-6	x	x	x	99	x	87
COc1ccc(-n2c(=O)[nH]cc(C(=O)N3CCc4ccccc43)c2=O)cc1	93	118	-15	x	x	x	94	x	93
CCCCCCCCCCS(=O)(=O)N/N=C/c1ccc([N+](=O)[O-])cc1	78	101	-3	0.7	-5	95	104	29	71
COc1ccc(CCN/C=C2/CC(=O)NC2=O)cc1OC	99	101[fluorescence artefact?]	-6	0.9	4	-32	96	8	91
O=C(CSc1nc(C2CC2)nc2ccccc12)N1c2ccccc2Sc2ccccc21	x	x	x	0.6	7	14	x	44	x
Cc1cc2ncn(C(=O)c3c(-c4c(Cl)cccc4Cl)noc3C)c2cc1C	93	99	-5	0.3	-3	-12	93	72*	79
COc1ccc(-c2cc(C#N)nc(N3CCNCC3)n2)cc1	51	305*[fluorescence artefact?]	33[fluorescence artefact?]	1.1	35	4	2.0*	-6	1.4*
O=C(N/N=C/c1ccccc1Cl)c1cccc(F)c1	x	x	x	0.6	-5	-17	x	44	x
NNC(=O)C1=NOC(CNc2ncc(C(F)(F)F)cc2Cl)C1 (stereo not drawn)	89	101	-5	0.6	3	-3	102	35	81
COc1ccc2[nH]c(C(=O)O)c(NS(=O)(=O)c3ccc(OC)c(OC)c3)c2c1	88	111[fluorescence artefact?]	-3	0.6	3	-12	107	36	93
CCCC(=O)Nc1ccc(C(=O)Nc2nnc(COC)s2)cc1	103	83	0[fluorescence artefact?]	0.9	x	x	101	12	74
COc1ccc(-c2cnc(N)n2CC2CCCO2)cc1 (stereo not drawn)	90	108	-5	1.1	1	30	96	-12	91
CCOc1cc(C2C3=C(CCCC3=O)Nc3nc(C(=O)OC)nn32)ccc1OC (stereo not drawn)	105	111	-3	1.1	x	x	96	-10	89
Cc1onc(-c2ccccc2Cl)c1C(=O)Nc1ccccc1C(=O)NC(C)C	103	99	-2	0.6	1	-6	93	43	100
COC(=O)c1ccc(N2C(=O)CC(N3CCN(c4ccccc4)CC3)C2=O)cc1 (stereo not drawn)	100	110	0	x	x	x	107	x	97
COc1ccc(C(CC(=O)O)NC(=O)OC(C)(C)C)cc1 (stereo not drawn)	98	101	-28	x	x	x	100	x	89
(more compounds)
SMILES	HUVEC prolif 384	ERa coact pot	ERa SRC1 inh	CYP2C19 act	CD11b adhes enh	CD11b adhes inh	Fibroblast inh	CYP2C19 inhib	H69AR inhibit
Cc1ccc(NC(=O)c2cc(C)nn2-c2ccccc2)cc1	94	117	-4	0.4	0	0	93	60*	91
COc1cccc(/C=N/NC(=O)CC2C(=O)NN=C2C)c1OC (stereo not drawn)	x	x	x	1	-7	-18	x	-2	x
COC(=O)COc1ccc(S(=O)(=O)N2CCc3ccccc3C2)cc1	19*	103	1	0.3	-3	3	25*	66*	109
Cc1nc2ncnn2c(Nc2ccc3c(c2)OCCO3)c1C	90	96[fluorescence artefact?]	-3	x	x	x	97	x	52
Cn1c(=O)c2c(n(C)c1=O)=NC1(CCCCC1)ON=2	95	94	8	0.8	3	-8	107	23	91
CCOc1nc(SC(C(C)=O)C(=O)Nc2ccccc2)nc(N(C)C)n1 (stereo not drawn)	113	101	-3[fluorescence artefact?]	x	x	x	108	x	81
Cc1nnc(Sc2cc(C(=O)NCc3ccco3)c3ccccc3n2)s1	96	73[fluorescence artefact?]	33	0.9	4	-21	92	7	79
CCCCN(C)C1=Nc2cccc3cccc1c23	95	106[fluorescence artefact?]	2[fluorescence artefact?]	0.9	-2	-10	100	10	88
COc1nc(N(CC(N)=O)S(=O)(=O)c2ccccc2)nc(C)c1Cl	89	118	-2	x	x	x	103	x	85
O=S(=O)(Nc1ccccc1Cl)c1ccc(F)cc1	89	118	-17	0.1	6	20	89	89*	103
Cc1cccc(C2N(c3nccs3)C(=O)C3CCCN32)c1 (stereo not drawn)	96	115	-2	1	-7	16	102	-3	91
Cc1cc(C)cc(NC(=O)C/C(N)=N/O)c1	x	x	x	1	-2	-1	x	-3	x
O=C(OCc1nnc(-c2ccccc2)o1)c1cn(-c2ccccc2)nc1-c1ccccc1	95	111	-5	0.5	0	-2	103	55*	76
CCOc1ccccc1C(=O)Nc1nnc(C(C)C)s1	82	76	21	0.8	3	2	85	24	84
C=CCn1c(SCc2cc(=O)n3ccsc3n2)nc2sc(C)c(C)c2c1=O	106	72[fluorescence artefact?]	57*[fluorescence artefact?]	1	1	-10	86	0	71
O=C(Oc1cccc(NC(=O)c2ccco2)c1)c1cccc(S(=O)(=O)N2CCCCC2)c1	95	99	4	1.2	-1	24	103	-17	72
CSc1ncccc1C(=O)OCC(=O)Nc1cc(C(F)(F)F)ccc1N1CCOCC1	96	96	-8	0.6	-3	-13	92	38	63

Entries listed so far shown as hits in CD11b adhes inh.
Compound | ERa coact pot | ERa SRC1 inh | CYP2C19 act | CD11b adhes enh | CD11b adhes inh | CYP2C19 inhib
Cn1c(CN2CCCCC2)nc2cc(NC(=O)c3cccc(Br)c3)ccc21 | 99 | 8[fluorescence artefact?] | 0.9 | -4 | 59* | 8

Filtered by structure: those above with a furan ring, fused or not (5)
SMILES	HUVEC prolif 384	ERa coact pot	ERa SRC1 inh	CYP2C19 act	CD11b adhes enh	CD11b adhes inh	Fibroblast inh	CYP2C19 inhib	H69AR inhibit
CCc1ccc2c(CC(=O)Nc3nnc(C4CC4)s3)coc2c1	102	109	-6	0.8	8	2	104	17	96
O=C1c2[nH]nc(-c3ccccc3O)c2C(c2ccc(F)cc2)N1Cc1ccco1 (stereo not drawn)	79	46	11[fluorescence artefact?]	0.2	2	3	92	84*	1.8*
CCC(C)(C)C1CCc2c(sc(NC(=O)c3ccoc3C)c2C(N)=O)C1 (stereo not drawn)	63	100	1	1	1	-7	89	-4	14*
Cc1nnc(Sc2cc(C(=O)NCc3ccco3)c3ccccc3n2)s1	96	73[fluorescence artefact?]	33	0.9	4	-21	92	7	79
O=C(Oc1cccc(NC(=O)c2ccco2)c1)c1cccc(S(=O)(=O)N2CCCCC2)c1	95	99	4	1.2	-1	24	103	-17	72

Hits appear at their usual frequency. About 26% of those tested had a hit in this group.
